Assay outcomes (PubChem)
MsrA act: bovine MsrA enzyme activators, primary screen, biochemical, absorbance, HTS; Methionine sulfoxide reductase A (Bos taurus); purified bovine MsrA, absorbance read-out; activation, % at 10.6 µM; actives 0.3% (n = 360,000); AID 602163, 2012; in the data active means activation above about 7.5%;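 further: 0% = vehicle and 100% = reference activator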
E coli Lon inh: inhibitors of E. coli Lon protease, primary screen, biochemical, fluorescence polarization | P0A9M0 | purified E. coli Lon protease | inhibition, % at 7.94 µM | actives 0.42% (n = 360,000) | AID 602123, 2011; in the data active means inhibition above about 13%, passing the limit was not always enough;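 further: 0% = enzyme with probe and DMSO and 100% = no enzyme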
FAS-TE inh: FAS thioesterase domain inhibitors, primary screen, biochemical, fluorescence intensity, uHTS | actives 0.67% (n = 360,000) | Fatty acid synthase (Homo sapiens), P49327 | AID 602261, 2012 | recombinant FAS-TE, OMFH fluorogenic substrate, fluorescence endpoint | inhibition, % at 15 µM;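 active means compounds whose normalised, plate-corrected inhibition of enzyme fluorescence in the single-dose primary screen is 50% or more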;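 further: 0% = DMSO with enzyme and 100% = substrate without enzyme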
Rin1 Abl inh: inhibitors of Rin1-Abl protein binding, primary screen, biochemical, TR-FRET | inhibition, % at 7.35 µM | actives 0.4% (n = 360,000) | Tyrosine-protein kinase ABL1 (Homo sapiens) + Ras and Rab interactor 1 (Homo sapiens), …; in the data active means inhibition above about 5%, passing the limit was not always enough
MLLE-PAM2 inh: inhibitors of PABP1 MLLE–PAM2 peptide binding, primary screen, biochemical, fluorescence polarization, FITC-PAM2, GST-MLLE. Polyadenylate-binding protein 1 (Homo sapiens), P11940. inhibition, % at 20 µM. actives 0.36% (n = 360,000). AID 588489, 2011; in the data active means inhibition above about 35%, passing the limit was not always enough;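 further: plate controls were DMSO wells with GST-MLLE for no effect and wells lacking GST-MLLE protein for full effect; some results filed as inactive read as strong as hits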
Target sequence (P11940 whole entry, looked up): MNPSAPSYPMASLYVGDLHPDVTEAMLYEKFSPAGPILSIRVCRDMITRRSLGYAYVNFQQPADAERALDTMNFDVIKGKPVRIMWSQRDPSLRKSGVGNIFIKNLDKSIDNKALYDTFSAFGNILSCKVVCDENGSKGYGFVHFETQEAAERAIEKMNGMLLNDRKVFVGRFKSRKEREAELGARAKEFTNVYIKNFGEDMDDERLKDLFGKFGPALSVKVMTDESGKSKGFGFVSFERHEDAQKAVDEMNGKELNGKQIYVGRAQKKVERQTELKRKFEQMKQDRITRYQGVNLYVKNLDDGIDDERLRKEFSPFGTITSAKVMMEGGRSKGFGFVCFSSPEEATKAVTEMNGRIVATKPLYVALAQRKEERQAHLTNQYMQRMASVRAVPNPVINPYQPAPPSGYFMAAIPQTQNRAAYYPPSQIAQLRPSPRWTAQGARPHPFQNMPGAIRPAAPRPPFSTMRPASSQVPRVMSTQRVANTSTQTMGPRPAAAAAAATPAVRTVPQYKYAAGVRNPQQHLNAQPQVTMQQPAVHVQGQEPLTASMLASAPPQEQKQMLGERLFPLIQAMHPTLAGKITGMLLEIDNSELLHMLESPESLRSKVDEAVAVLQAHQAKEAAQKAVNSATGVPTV
CSN inh: inhibitors of CSN-mediated cullin deneddylation, primary screen, biochemical, fluorescence polarization, uHTS; inhibition, % at 12.5 µM; AID 651999, 2013; actives 0.38% (n = 360,000); COP9 signalosome complex subunit 5 (Homo sapiens), Q92905; Purified CSN, SCF-Nedd8-OG deneddylation;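 active means pattern-corrected inhibition above about 35%, with an unprinted fluorescence ratio check between 0.5 and 1.5, limit read from the data, passing the limit was not always enough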;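 further: 0% = enzyme with substrate and 100% = substrate without enzyme; some results filed as inactive read as strong as hits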
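Assay system: Purified human Csn5 enzyme expressed in HEK293T cells | Amount: Enzyme 0.24 nM | Measured by: Fluorescence polarization readout | Medium: Tris/NaCl/DTT buffer, pH 7.5 | Compound dosing: One concentration, 12.5 µM, 0.25% DMSO | Times: 90 min incubation of compound, enzyme and substrate at room temperature | Control set: no-enzyme wells high, enzyme-with-substrate wells low | Read-out: % inhibition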
Rpn11 inh: Rpn11 (PSMD14) deubiquitinase inhibitors, primary screen, biochemical, fluorescence polarization, uHTS; calls only at 20 µM; AID 588493, 2011; actives 0.59% (n = 360,000); human 26S proteasome, Ub4-pepOG fluorescence polarization; 20S core pre-blocked with epoxomicin; 26S proteasome non-ATPase regulatory subunit 14 (Homo sapiens), O00487;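 active means inhibition at 20 µM, scaled to each plate's controls, above about 33%, limit read from the data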
Target sequence (O00487 whole entry, looked up): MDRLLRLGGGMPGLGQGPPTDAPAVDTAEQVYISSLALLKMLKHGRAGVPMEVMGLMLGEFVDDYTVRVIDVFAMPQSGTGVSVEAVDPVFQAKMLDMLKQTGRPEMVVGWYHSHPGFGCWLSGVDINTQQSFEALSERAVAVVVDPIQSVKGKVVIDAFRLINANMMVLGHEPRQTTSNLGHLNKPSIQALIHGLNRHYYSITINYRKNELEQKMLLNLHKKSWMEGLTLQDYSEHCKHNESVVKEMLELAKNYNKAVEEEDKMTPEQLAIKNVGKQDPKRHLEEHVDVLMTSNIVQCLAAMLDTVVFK
MsrA inhibitor: bovine MsrA enzyme inhibitors, primary screen, biochemical, absorbance, HTS | Methionine sulfoxide reductase A (Bos taurus) | purified bovine MsrA, absorbance read-out | inhibition, % at 15.5 µM | actives 0.75% (n = 360,000) | AID 651718, 2012; in the data active means inhibition above about 4.5%;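 further: 0% = vehicle wells with enzyme and 100% = reference inhibitor wells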
MT1-MMP act inh: blockers of MT1-MMP proenzyme processing, primary screen, HT1080 RFP-PRO-GFP cells, GFP/RFP fluorescence | actives 0.061% (n = 360,000) | GFP/RFP ratio fluorescence, overnight; percent of plate control window, DMSO zero | GFP/RFP ratio change, % at 20 µM;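 active means GFP/RFP ratio change of at least 30% with cell ATP level not reduced by more than half and red fluorescence within 50% of control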; further: strong numbers were not always called active
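Material: RFP-PRO-GFP reporter HT1080 cells. Dosing: single-point 20 µM compound, 1% DMSO. Controls: DMSO and RFP-L50D-GFP cell wells. Timing: cells overnight before dosing, compound overnight, 37 °C, 5% CO2. Measure: GFP/RFP fluorescence ratio.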
* marks the source's active call; other numbers are inactive results; i = inactive; · = no result given.

SMILES	MsrA act	E coli Lon inh	FAS-TE inh	Rin1 Abl inh	MLLE-PAM2 inh	CSN inh	Rpn11 inh	MsrA inhibitor	MT1-MMP act inh
CCOc1ccc(NC(=O)CN(C)C(=O)c2ccccc2SCC(=O)N2CCCC2)cc1OCC	-7	7	-6	2	3	0	i	-0.3	5
OCc1ccnc2c(O)cccc12	-9	1	-8	4	3	-2	i	0.2	-3
CSc1cccc(NS(=O)(=O)c2cc(Br)cnc2N)c1	-2	-4	5	6	17	0	i	-0.6	1
Cc1nn(-c2ccc(F)cc2)c(Cl)c1/C=N/NC(=O)c1cccs1	-3	8	-5	-4	-15	-15	i	-0.1	4
CC(C)CCC(CC(C)O)c1n[nH]c(=S)n1-c1ccccc1 (stereo not given)	-1	3	-9	-3	-8	-8	i	2.6	-1
COc1ccc(-c2cc(=O)oc3cc(OC(C)C(=O)NCC4CCC(C(=O)O)CC4)ccc23)cc1 (stereo not given)	1	-7	-4	2	13	-1	i	3.7	0
CCNC(=O)Nc1ccc2c(c1)c(=O)n(C)n2Cc1ccc(Cl)cc1	-3	-13	-4	2	-13	3	i	0.4	0
CCCCn1c(=N)n(CC(=O)C(C)(C)C)c2ccccc21	3	1	0	-2	8	1	i	-0.1	-5
CC(C)NC(=O)Cn1nc(C(F)(F)F)c2c1CCC2	1	7	-2	-1	3	-5	i	0.9	-1
O=[N+]([O-])c1ccc(N2CCN(CCO)CC2)cc1NCc1ccco1	-5	1	-10	-9	-4	-8	i	2.2	0
Cc1cccc(N(Cc2ccccc2)C(=O)c2cc(S(=O)(=O)N3CCOCC3)ccc2Cl)c1	-8	5	19	0	-8	0	i	0.9	-6
C(=N\N1CCN(Cc2cccc3ccccc23)CC1)/c1cccs1	3	0	34	0	24	0	i	0.7	5
CC(=O)Nc1ccc(NC(=O)C(=O)N/N=C/c2cccnc2)cc1	-3	-7	-7	-3	-2	16	i	-0.2	0
CCN(Cc1ccccc1)c1ccc(/C=C(\C#N)c2ccccn2)cc1	-2	-54	16	-2	-45	11	i	0.5	-18
Cc1ccc(NC(=O)NNc2cccc(Cl)n2)cc1	-1	-6	0	1	11	-1	i	1.2	4
O=C(C1CCN(Cc2ccc(Cl)cc2)CC1)N1CCN(C(c2ccccc2)c2ccccc2)CC1	-8	-2	17	1	-5	-10	i	1.3	-8
C=CCn1c(COc2ccc(F)cc2)nnc1SCC(=O)Nc1cccc(S(N)(=O)=O)c1	-3	-6	1	3	-33	-6	i	1.3	5
Cc1ccc(-c2noc(CSc3nc(N)cc(N)n3)n2)cc1	2	2	-5	-3	10	1	i	0.5	4
Cc1ccc(C)c(S(=O)(=O)N2CCCC2CNC(=O)C(=O)NCCN2CCOCC2)c1 (stereo not given)	-4	-1	-7	5	9	-4	i	0.2	0
COc1ccc(-c2csc(C(O)c3ccc(F)c(OC)c3)n2)cn1 (stereo not given)	-3	-13	4	-1	-5	-5	i	-1.6	6
CCOc1ccc(OCc2ccc(C(=O)N3CCOCC3)cc2)cc1	-3	-3	-7	-4	4	-2	i	2.3	1
COc1ccc(CNC(=O)C[C@@H]2C[C@H]3c4cc(NC(=O)C5CCC5)ccc4O[C@H]3[C@@H](CO)O2)cc1	2	-12	-6	-6	-1	6	i	-0.1	2
COc1ccccc1S(=O)(=O)c1ccccc1[N+](=O)[O-]	-3	8	-3	-1	8	-2	i	0.0	0
COc1ccc(/C=C/C(=O)OCC(=O)Nc2cc(C(F)(F)F)ccc2Cl)cc1	-3	-10	5	0	-5	-3	i	2.3	9
c1cnc(N2CCN(Cc3ccc4c(c3)OCO4)CC2)cn1	-3	-3	-3	-4	-4	3	i	0.7	0
Next part.
SMILES	MsrA act	E coli Lon inh	FAS-TE inh	Rin1 Abl inh	MLLE-PAM2 inh	CSN inh	Rpn11 inh	MsrA inhibitor	MT1-MMP act inh
CCCc1cc(C(=O)N2CCCC(C(=O)c3ccc(Cl)cc3)C2)n(C)n1 (stereo not given)	-1	11	-2	4	2	4	i	-0.4	-9
O=[N+]([O-])c1cccc(S(=O)(=O)Nc2ccc(-c3ccc(N4CCCC4)nn3)cc2)c1	3	-13	33	1	8	2	i	-0.1	4
COc1ccc(-c2csc(C(O)c3ccc(F)cc3)n2)cn1 (stereo not given)	0	-5	4	-4	-2	-1	i	-0.6	3
COc1ccc(CNC(=S)NCc2ccc(OC)cc2)cc1	-4	-2	-2	0	-56	2	i	0.1	2
C=C(C)CNC(=S)N1CCN(C(c2ccccc2)c2ccccc2)CC1	-1	5	4	2	-111	0	i	1.8	-2
S=C(NC1CCCCC1)NC1CC2CCC(C1)N2Cc1ccccc1 (stereo not given)	-5	-1	-7	6	-45	2	i	-0.2	0
CC(C)(C)c1nc2sc3c(c2c(=O)o1)CCCC3	-4	-7	44	-2	5	4	i	0.2	0
CC(Oc1ccccc1)C(=O)N1CCN(S(=O)(=O)c2ccc(OC(F)(F)F)cc2)CC1 (stereo not given)	2	3	12	-1	-23	-1	i	-1.1	-1
COc1cc(C(=O)NC(=S)Nc2ccc([N+](=O)[O-])cc2C)cc(OC)c1OC	-3	1	8	-2	31	-11	i	-0.8	11
COc1ccc(S(=O)(=O)Cc2ccc(C(=O)NC3CCC(C)CC3)o2)cc1 (stereo not given)	-3	-3	-1	6	4	-1	i	-1.2	2
CC(C)N1C(=O)CCC1C(=O)NCc1ccco1 (stereo not given)	-3	3	-2	-1	-1	-5	i	-2.3	0
O=C(NCc1ccncc1)C(=O)NCC1OCCN1S(=O)(=O)c1ccc(Br)cc1 (stereo not given)	-8	-2	-5	0	-6	1	i	-0.2	1
CN1CN(C)C(c2ccncc2)=C1c1ccncc1	-3	-5	-4	3	3	3	i	0.5	0
OCCN(Cc1ccccc1)c1ncnc2sccc12	-5	-1	-2	-2	-12	7	i	-0.2	0
O=C(COc1ccccc1Cl)NC(=S)Nc1cccc(NC(=O)c2ccccc2Cl)c1	-4	3	32	2	19	7	i	-0.1	25
COC(=O)c1ccc(CN2C(=O)NC(Cc3c[nH]c4ccccc34)C2=O)cc1 (stereo not given)	-3	-5	-3	3	-8	0	i	0.3	1
O=C(Nc1ccccc1N1CCCCC1)c1ccc(Cl)c([N+](=O)[O-])c1	-14	1	24	-1	-6	0	i	0.2	-2
CCc1nc2c(OCc3ccc(C#N)cc3)cccn2c1N(C)C(=O)c1ccc(C)cc1	-2	-10	18	2	3	-1	i	0.0	-9
COc1ccc(Oc2c(-c3ccc(O)cc3O)n[nH]c2C)cc1	1	1	-152	-1	-3	2	i	0.6	2
CCOc1ccccc1C(=O)OCC(=O)NCC1CCCCC1	-12	9	0	2	-64	5	i	3.0	1
O=S(=O)(NCc1ccccc1)c1cccc2cccnc12	0	-8	-10	-2	1	-3	i	1.2	3
O=C(NCCc1c[nH]c2ccccc12)c1cc([N+](=O)[O-])cc([N+](=O)[O-])c1	-1	2	25	0	-22	-3	i	0.6	5
CC(C)CN1CCN=C1N(C)C	-4	1	-11	-2	-1	1	i	-1.3	-1
CCCCNc1c2c3c(cccc3n(C)c1=O)C(=O)c1ccccc1-2	0	188*	-156	-27	i	-72	i	·	-334
CC(=O)c1ccc(OCC(=O)Nc2cccc(C(=O)Nc3c(C)n(C)n(-c4ccccc4)c3=O)c2)cc1	-1	-4	-6	6	-20	-3	i	0.9	-2
Remaining list, next part.
SMILES	MsrA act	E coli Lon inh	FAS-TE inh	Rin1 Abl inh	MLLE-PAM2 inh	CSN inh	Rpn11 inh	MsrA inhibitor	MT1-MMP act inh
CC(C)Cc1n[nH]c(=O)[nH]1	-4	9	-7	-2	-8	1	i	-1.0	1
CC1Cc2ccccc2N1C(=O)COC(=O)c1ccc(Cl)nc1 (stereo not given)	-3	3	7	-3	-17	3	i	-1.2	0
CCn1c(=O)c(=O)[nH]c2cc(C(=O)Nc3ccc(S(=O)(=O)N4CCCC4)cc3)ccc21	-14	-6	-4	-4	-3	-2	i	0.1	9
COc1ccc(CN2CCC(Cc3ccccc3)CC2)c(C)c1C	-2	9	4	4	-4	-1	i	-0.3	-3
Cc1ccc(-c2nnc(NC3CCCC3)s2)cc1	3	6	-4	-1	2	0	i	1.6	2
O=C(NC(=O)N1CCN(c2ccc(F)cc2)CC1)c1ccccc1	-6	-16	-5	1	4	2	i	-1.3	0
Cc1c(Cl)c(C(F)F)nn1CC(=O)NC1C(=O)N2C(C(=O)O)=C(CSc3nnnn3C)CSC12 (stereo not given)	-1	1	-3	4	14	4	i	0.5	-4
c1cncc(-c2nnc(-c3cccnc3)nn2)c1	-2	-4	-4	-4	41*	2	i	0.1	2
O=C(NCCCc1ccccc1)c1cc(COc2ccc(F)cc2Cl)on1	-1	3	23	-2	-1	1	i	0.6	4
CC(C)CCNC(=O)C(NS(=O)(=O)c1ccc2c(c1)c(=O)n(C)c(=O)n2C)c1ccccc1 (stereo not given)	0	-7	0	3	33	1	i	-1.0	-2
CCc1nc(NCCC(C)C)c2nnn(Cc3ccccc3)c2n1	-2	-3	0	1	3	-3	i	-1.0	2
CC(C)NC(=O)c1ccc2c(c1)N(CC(=O)Nc1ccccc1F)C(=O)C(C)(C)O2	-3	-5	-3	1	0	1	i	-1.4	2
O=C(c1cccs1)N1CCN(C(=O)N2CCOCC2)CC1	-2	1	-7	1	2	5	i	-0.1	4
CN(CC1CCOCC1)C(=O)CC1C(=O)NCCN1Cc1ccccc1F (stereo not given)	-2	4	-4	3	1	-2	i	0.2	0
O=C(CSC1=NCCS1)Nc1ccc(S(=O)(=O)NC2CCCCC2)cc1	-7	-5	-29	5	29	1	i	-1.3	0
Cc1ccc(CN2CC(C(=O)Nc3cc(S(C)(=O)=O)ccc3Cl)CC2=O)cc1 (stereo not given)	-11	3	-18	-3	-1	6	i	-0.8	9
CCC(CC)NC(=O)/C=C/c1cccc([N+](=O)[O-])c1	-9	0	17	0	5	-5	i	0.7	4

Some entries already given, showing only E coli Lon inh:
molecule,E coli Lon inh
O=C(c1cccs1)N1CCN(C(=O)N2CCOCC2)CC1,1
CN(CC1CCOCC1)C(=O)CC1C(=O)NCCN1Cc1ccccc1F (stereo not given),4
O=C(CSC1=NCCS1)Nc1ccc(S(=O)(=O)NC2CCCCC2)cc1,-5

Some of these compounds in order of their number in Rin1 Abl inh, descending.
| molecule | MsrA act | E coli Lon inh | Rin1 Abl inh | MLLE-PAM2 inh | CSN inh | Rpn11 inh | MsrA inhibitor | MT1-MMP act inh |
| --- | --- | --- | --- | --- | --- | --- | --- | --- |
| CCc1nc(NCCC(C)C)c2nnn(Cc3ccccc3)c2n1 | -2 | -3 | 1 | 3 | -3 | i | -1.0 | 2 |
| C(=N\N1CCN(Cc2cccc3ccccc23)CC1)/c1cccs1 | 3 | 0 | 0 | 24 | 0 | i | 0.7 | 5 |
| CCOc1ccc(OCc2ccc(C(=O)N3CCOCC3)cc2)cc1 | -3 | -3 | -4 | 4 | -2 | i | 2.3 | 1 |
